Bioassay records (PubChem BioAssay)
XiGFP reactiv = reactivates the inactive X chromosome in mouse fibroblasts; activation, % at 7.58 µM; XiGFP mouse fibroblasts, % GFP-positive cells imaging, 3 d; cells co-treated with 5-aza-dC sensitizer; scaled so ellipticine positive control = 100%; AID 743238; actives 0.055% (n = 360,000);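 active means mean normalized replicate activation at least 10% and every replicate at or above 10%; inconclusive means only one of the two criteria met; inactive means mean below 10% and not all replicates reach 10%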;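 further: 0% = median of on-plate neutral control wells and 100% = ellipticine 6 µM median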
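material = 68-5-11 XiGFP fibroblast line | medium = DMEM plus 5-aza-dC sensitizer | schedule = 3 days compound exposure | benchmarks = positive control ellipticine, 6 µM final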
RAD52 anneal inh = blocks human RAD52 DNA annealing; P43351; recombinant RAD52 DNA annealing, FRET fluorescence; inhibition, % at 18.7 µM; actives 0.46% (n = 360,000);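 active means every replicate showing at least 50% inhibition; inconclusive means mean inhibition at least 50% but not in every replicate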
Target sequence (P43351 whole entry, looked up): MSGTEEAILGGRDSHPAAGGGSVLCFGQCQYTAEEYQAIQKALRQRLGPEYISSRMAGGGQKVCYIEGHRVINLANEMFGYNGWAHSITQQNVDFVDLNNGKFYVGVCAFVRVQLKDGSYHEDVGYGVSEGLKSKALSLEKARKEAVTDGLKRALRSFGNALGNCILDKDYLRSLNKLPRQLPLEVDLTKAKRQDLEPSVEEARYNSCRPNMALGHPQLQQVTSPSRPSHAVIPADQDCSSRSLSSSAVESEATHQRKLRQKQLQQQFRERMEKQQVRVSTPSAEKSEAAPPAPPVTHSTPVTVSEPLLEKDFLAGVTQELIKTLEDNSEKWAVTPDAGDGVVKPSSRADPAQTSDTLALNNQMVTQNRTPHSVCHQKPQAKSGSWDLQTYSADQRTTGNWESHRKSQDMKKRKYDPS
S100A4 inh HTS = inhibitors of human S100A4 binding to myosin IIA peptide. P26447. S100A4/TAMRA-MyoIIA peptide fluorescence polarization. actives 0.14% (n = 360,000). inhibition, % at 10.7 µM. AID 652163;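 active means mean inhibition of at least 70% across replicates, with every replicate also reaching that level; inconclusive means mean inhibition reaches 70% but some replicates fall short; inactive means mean inhibition below 70%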
Target sequence (P26447 whole entry, looked up): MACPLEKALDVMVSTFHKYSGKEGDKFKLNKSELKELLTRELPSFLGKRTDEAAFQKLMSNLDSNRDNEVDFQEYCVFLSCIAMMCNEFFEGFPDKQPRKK
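Material: S100A4 monomer protein | Medium: HEPES pH 7.2 with CaCl2, KCl, NaCl, DTT, Triton | Reagent: Labelled myosin peptide probe, 5 nM | Doses: One dose per compound | Times: 5 min incubation before reading | Benchmarks: Neutral control DMSO, positive control TFP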
RAD54 inh = blocks human RAD54 Holliday junction branch migration. inhibition, % at 10.4 µM. Q92698. AID 602329. actives 0.14% (n = 360,000). FAM/BHQ fluorescence;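 active means mean normalized replicate activity at least 40 and at least half of replicates scoring 40 or more; inconclusive means only one of the two criteria met; inactive means mean below 40 and under half of replicates reaching 40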;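 further: 0% = median of neutral control wells and 100% = median of positive control wells; inhibitors cause a drop in the FAM fluorescence signal; in these data hits start at about 50%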
esBAF inh = SWI/SNF esBAF complex inhibition. mouse ES cells, Bmi1-luciferase knock-in reporter, 24 h; 100% = twice the neutral-well signal. actives 2% (n = 350,000). AID 602393. reporter increase, % at 12.5 µM; in the data active means activation above about 40%; inconclusive means no clear call, values can overlap the other calls;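 further: 0% = median of the plate's neutral control wells and 100% = double that signal; a rise in the Bmi1 reporter signal indicates esBAF inhibition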
FN deposition inh = fibronectin deposition inhibition; AH1F fibroblasts, Alexa488-fibronectin deposition fluorescence, overnight; inhibition, % at 12.6 µM; actives 0.086% (n = 350,000); AID 743247;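 active means mean inhibition across replicates of 30% or more, regardless of how many single replicates reach that level; inconclusive means mean under 30% yet at least half of replicates reach 30%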;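 further: positive control wells lacked labelled fibronectin entirely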
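Assay system: AH1F fibroblast monolayer, labelled fibronectin deposition. Amount: 10000 cells per well. Also added: labelled fibronectin 24 nM. Compound: single-point pinned compound. Incubation: cell attachment 1 h, compound and FN exposure overnight. Detection: fluorescence after three HBSS washes, excitation 485 nm, emission 525 nm. Read-out: inhibition of fibronectin deposition signal.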
E-sel inducer = E-selectin induction on HUVECs. P16581. HUVEC E-selectin immunofluorescence imaging; normalized: neutral wells 0, TNF-alpha wells 100. activation, % at 7.58 µM. actives 0.37% (n = 260,000). AID 686992;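 active means mean E-selectin-positive cell signal at least 10% of the positive control, reached in at least 60% of replicates, without over 20% cell loss; inconclusive means no rule given, readout overlaps actives, possibly toxicity-flagged; inactive means the rest, including those meeting only one limit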;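 further: in these data hits start at about 27%; measured in HUVEC primary endothelial cells; signal is the percent of cells scored E-selectin positive by PE staining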
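System: HUVEC / Compound: single concentration / Signal: immunofluorescence imaging / Read-out: percent E-selectin-positive cells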
EWS-Fli block = EWS/Fli transcriptional activity inhibition; A673 NR0B1-luciferase reporter, viability-normalised; inhibition, % at 12.6 µM; actives 0.67% (n = 350,000); AID 651661;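 active means mean inhibition of at least 50% after viability correction, with every replicate also passing that limit; inconclusive means mean reaches 50% but only one of two replicates passes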;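 further: firefly luciferase signal divided by Alamar Blue viability fluorescence both relative to DMSO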
The depositor's hits bear a star; ? = inconclusive; · = not tested or not shown; & = joins results of further samples. Hits appear at their usual frequency; about 3% have a hit in one of these screens.

No.	smiles	XiGFP reactiv	RAD52 anneal inh	S100A4 inh HTS	RAD54 inh
1	O=C(COn1nnc2ccc(S(=O)(=O)N3CCOCC3)cc21)Nc1c(F)c(F)c(F)c(F)c1F	0.3	-13.1	-1.1	0.0
2	O=C(NC1CCCCC1)C(c1ccncc1)n1c(=O)c(-c2ccccc2)nc2ccccc21 (configuration not stated)	0.1	-12.6	11.0	·
3	CCc1nnc(NC(=O)c2ccc(S(=O)(=O)N3CCCc4ccccc43)cc2)o1	·	-16.0	3.6	·
4	C[C@@H]1CCCCO[C@@H](CN(C)S(C)(=O)=O)[C@H](C)CN([C@@H](C)CO)C(=O)c2cc(NC(=O)NC3CCCCC3)ccc2O1	0.0	-2.8	-0.1	-8.5
5	C[C@@H]1CCCCO[C@@H](CN(C)C(=O)NC2CCCCC2)[C@H](C)CN([C@H](C)CO)C(=O)c2cc(NC(=O)C3CCCCC3)ccc2O1	0.2	-17.5	26.1	-23.2
6	O=C(Nc1ccc(F)cc1F)C1CCCN1S(=O)(=O)c1cccc2nsnc12 (configuration not stated)	0.0	-10.0	4.1	2.3
7	C[C@H](O)C#Cc1cnc2c(c1)C(=O)N([C@H](C)CO)C[C@@H](C)[C@@H](CN(C)Cc1ccc(-c3ccccc3)cc1)O2	0.1&0.0	-11.3&-5.3&7.9	-3.4&12.0&15.3	-6.3&-3.2&-2.8
8	CCCCC1CCC(C(=O)OC(C)C(=O)Nc2ccc(NC(C)=O)cc2)CC1 (configuration not stated)	0.1	-2.1	0.5	1.0
9	COc1ccc(O)c(C(=O)c2cnn(-c3ccc(Cl)cc3)c2)c1	0.0	-7.5	0.3	4.1
10	Cc1nc(CN2CCCCC2)c(O)c(=O)[nH]1	0.0	-13.3	7.3	·

No.	esBAF inh	FN deposition inh	E-sel inducer	EWS-Fli block
1	-9.7	2.9	·	9.9
2	·	1.1	0.8	-49.8
3	-6.0	·	·	18.5
4	-7.3	-17.1	0.3	-3.1
5	10.4	·	-0.1	16.4
6	2.6	-0.9	·	·
7	6.0&15.4&0.4	4.3&-3.3	-0.2&-0.7	10.9&1.7&8.1
8	·	·	0.5	0.9
9	35.6	-16.1	0.5	-24.1
10	·	3.9	-0.1	0.3

Reprinted at random: 2 entries already listed.
No.	smiles	XiGFP reactiv	RAD52 anneal inh	S100A4 inh HTS	RAD54 inh
10	Cc1nc(CN2CCCCC2)c(O)c(=O)[nH]1	0.0	-13.3	7.3	·
8	CCCCC1CCC(C(=O)OC(C)C(=O)Nc2ccc(NC(C)=O)cc2)CC1 (configuration not stated)	0.1	-2.1	0.5	1.0

No.	esBAF inh	FN deposition inh	E-sel inducer	EWS-Fli block
10	·	3.9	-0.1	0.3
8	·	·	0.5	0.9

The list goes on:
No.	smiles	XiGFP reactiv	RAD52 anneal inh	S100A4 inh HTS	RAD54 inh
11	CC(=O)c1cn(CCOc2ccc(F)cc2)c2ccccc12	0.0	9.1	3.1	17.0
12	CC(C)OP(=O)(OC(C)C)/C(C=O)=N\Nc1ccc([N+](=O)[O-])cc1	0.0	-13.5	0.6	-13.2
13	COc1ccc(COC(=O)C2=C(C)NC(=O)NC2c2cccc(OC)c2OC)cc1 (configuration not stated)	0.0	4.2	0.9	9.2
14	COc1ccc(Cl)cc1NC(=O)CCNS(=O)(=O)c1cccc2nonc12	0.2	-22.9	-3.1	-6.0
15	C[C@H]1CN([C@@H](C)CO)S(=O)(=O)c2ccc(C#CC3CC3)cc2O[C@@H]1CN(C)C(=O)c1cccc(F)c1	-1.0	28.2	0.1	7.3
16	C[C@@H]1CN([C@@H](C)CO)C(=O)c2c(c3ccccc3n2C)-c2ccccc2CO[C@H]1CN(C)Cc1cccnc1	0.5	6.4	9.0	-1.1
17	O=C(CCC1CCCC1)N1CCN(S(=O)(=O)c2ccc(Br)cc2)CC1	0.1	12.8	-0.6	13.2
18	Cc1ccc(NC(=O)C(=O)NCCN2CCN(S(C)(=O)=O)CC2)cc1	0.1	-7.1	3.4	·
19	O=C(NCCc1cccs1)C1CC(c2cccc([N+](=O)[O-])c2)=NO1 (configuration not stated)	-0.1	-9.7	2.1	-1.7
20	O=C(c1ccccc1F)N1C[C@@H]2[C@H](c3ccccc31)[C@H](CO)N2C(=O)C1CCCC1	0.0	9.7	-1.4	-1.1

No.	esBAF inh	FN deposition inh	E-sel inducer	EWS-Fli block
11	5.6	-0.8	·	12.1
12	·	1.0	0.2	-18.8
13	11.6	-3.4	0.3	-5.4
14	-1.6	3.0	·	·
15	6.8	·	0.1	1.8
16	3.3	1.3	-3.5	1.3
17	2.4	-13.1	·	3.8
18	·	-4.1	·	-18.3
19	6.8	4.4	0.1	-7.0
20	-7.7	·	0.5	-3.8

Next part
No.	smiles	XiGFP reactiv	RAD52 anneal inh	S100A4 inh HTS	RAD54 inh
21	COc1ccc(NC(=O)Nc2ccc3c(c2)C(=O)N([C@H](C)CO)C[C@H](C)[C@@H](CN(C)S(=O)(=O)c2cn(C)cn2)O3)cc1	-0.3	-5.8	-1.5	9.0
22	O=C(Nc1ccnn1C1CCN(Cc2ccc(C#CCCO)cc2)CC1)c1cccc(F)c1	0.8	-12.5	-3.6	3.9
23	CC(C)Cc1ccc(C#N)c(SCC(N)=O)n1	·	10.8	-6.4	2.9
24	COc1ccc(C2c3ccc(O)cc3Oc3ncn(Cc4ccco4)c(=N)c32)cc1 (configuration not stated)	-0.1	-23.8	-2.4	·
25	CCCCOc1ccc(S(=O)(=O)NC(=O)C2(C)CCN2C(=O)Cc2ccccc2Cl)cc1 (configuration not stated)	-0.1	-4.9	-1.0	-8.2
26	CCOC(=O)N1CCN(CCC(=O)Nc2cccc(Cl)c2C)CC1	-0.1	-22.6	-11.6	-2.6
27	COc1cc(NC(C)CCc2ccccc2)cc(OC)c1OC (configuration not stated)	?	-3.0	-0.3	4.8
28	NC(=O)C1=C[C@@H](c2ccc(C(F)(F)F)cc2)C[C@@H](OCCCCO)O1	0.0	-16.8&12.7	-3.7&6.6	-0.6
29	COc1cccc(C#Cc2cnc3c(c2)C(=O)N([C@H](C)CO)C[C@@H](C)[C@@H](CN(C)C(=O)C2CCC2)O3)c1	-0.4	9.3	1.9	·
30	O=C(c1cccc(F)c1)N1CCCCN2[C@@H](CO)[C@@H](c3ccc(-c4ccncc4)cc3)[C@@H]2C1	0.1	-2.0	7.1	-3.5

No.	esBAF inh	FN deposition inh	E-sel inducer	EWS-Fli block
21	-3.7	1.4	·	-0.7
22	-1.1	·	0.1	·
23	-0.8	·	·	-0.8
24	-4.7	-0.4	-0.1	13.8
25	-6.0	·	-0.3	-4.8
26	-7.9	12.3	·	4.5
27	-7.6	-5.5	·	6.6
28	-0.7	2.1	0.0	0.9&-3.8
29	·	·	-0.3	-9.3
30	·	·	0.2	21.1

Next part.
No.	smiles	XiGFP reactiv	RAD52 anneal inh	S100A4 inh HTS	RAD54 inh
31	O=C(CCN1CCCCC1)NNC(=S)NC(=O)c1ccc(Br)cc1	0.1	-11.2	3.9	·
32	COc1ccc(NC(=O)N(C)C[C@@H]2OCCCC[C@H](C)Oc3ccc(NC(=O)Nc4ccc(F)cc4)cc3C(=O)N([C@@H](C)CO)C[C@@H]2C)cc1	0.2	16.3	17.4	8.4
33	Cc1ccc(CCC(=O)NCc2ccccc2)o1	0.2	-16.9	0.2	-15.6
34	O=C1Nc2ccccc2/C1=N/N=C/c1ccc(-c2ccc([N+](=O)[O-])cc2)o1	0.2	26.2	3.1	·
35	O=C(c1ccc(S(=O)(=O)c2cccc(Cl)c2)c([N+](=O)[O-])c1)N1CCN(c2ccccn2)CC1	0.0	-7.6	4.6	·
36	C[C@@H]1CN([C@H](C)CO)C(=O)c2cc(C#CCc3ccccc3)cnc2O[C@H]1CN(C)C(=O)C1CC1	-0.6	1.4	-30.1	4.7
37	Cc1ccc(C2CCN(C(=S)Nc3cccc(Cl)c3)C2)cc1 (configuration not stated)	0.0	-4.9	-2.5	-14.8
38	CNC[C@@H]1Oc2ccc(NC(=O)C3CCCCC3)cc2CC(=O)N([C@@H](C)CO)C[C@H]1C	-1.1	-3.0	-22.6	-6.3
39	CCc1nc(SCC(=O)Nc2ccc(Br)cn2)n[nH]1	0.1	-10.9	-4.4	7.6
40	Cc1cc(/C=N/NC(=O)C(O)(c2ccccc2)c2ccccc2)c(C)n1-c1ccccc1	0.1	·	·	-3.4

No.	esBAF inh	FN deposition inh	E-sel inducer	EWS-Fli block
31	·	-16.3	6.6	7.0
32	5.9	·	0.0	-2.3
33	1.8	-9.8	0.0	8.8
34	·	-2.6	-0.6	5.6
35	·	-7.2	-4.3	1.6
36	-5.6	·	0.0	-9.8
37	3.6	2.8	1.5	-15.3
38	-0.8	-4.0	-0.1	-2.9
39	1.9	-5.8	·	·
40	7.3	1.5	·	·

Going on with the list:
No.	smiles	XiGFP reactiv	RAD52 anneal inh	S100A4 inh HTS	RAD54 inh
41	N#C/C(=C\c1ccc(OCCN2CCOCC2)cc1)C(=O)Nc1ccc(S(N)(=O)=O)cc1	0.3	-41.3	?	10.5
42	O=C(Nc1cccc2ccccc12)NC1CCCCC1	0.0	-9.2	-1.8	-5.6
43	COC(=O)c1cc(Cl)c(NC(=O)Cc2ccccc2)cc1OC	-0.1	-11.5	0.1	1.9
44	COc1ccc(NC(=O)N2C[C@@H]3[C@H](c4ccccc42)[C@@H](CO)N3C(=O)C2CCCC2)cc1	0.0	8.5	-0.8	-1.9
45	CO[C@@H]1CN(C)C(=O)c2cc(NC(=O)c3ccccc3)ccc2OC[C@H](C)N(CC2CC2)C[C@H]1C	0.3	·	·	1.2
46	CC(C)Sc1nc2c(cnn2-c2ccc(Cl)cc2)c(=O)[nH]1	-0.1	-7.9	-2.9	-8.7
47	COc1ccc(C(=O)NCc2nnc(SCC(=O)c3ccccc3)o2)cc1	0.1	-3.4	-4.4	1.3
48	COc1ccc(Cc2nnc(SCC(=O)N3CCCC3)o2)cc1	0.0	-10.7	-0.2	·

No.	esBAF inh	FN deposition inh	E-sel inducer	EWS-Fli block
41	-4.7	-4.4	·	-3.8
42	0.7	-7.2	0.6	-0.7
43	3.4	9.9	2.8	-8.4
44	5.9	3.5	0.1	3.2
45	0.0	0.6	-0.3	7.8
46	-3.3	5.9	-0.1	3.4
47	-3.8	-4.6	·	·
48	·	3.5	2.6	5.8

Values by screen from above:
EWS-Fli block for entries 43–48: -8.4, 3.2, 7.8, 3.4, ·, 5.8
S100A4 inh HTS for entries 43–48: 0.1, -0.8, ·, -2.9, -4.4, -0.2
XiGFP reactiv for entries 43–48: -0.1, 0.0, 0.3, -0.1, 0.1, 0.0
